Bioassay records (PubChem)
KB-V1 cytotox: qHTS assay for MDR1-selective chemotherapeutics: Primary screen using the drug-selected MDR subline cells KB-V1. KB-V1 MDR cells viability, CellTiter-Glo, 72 h. Potency, µM (series often up to 46.1 µM), without a hit: top-dose activity change, negative = cytotoxicity, hits mostly cytotoxic. actives 3.4% (n = 400,000). AID 1347076, 2019; note: potency is the fitted concentration of half-maximal effect; % is set by controls: 0 for no effect and ±100 for the full control effect; nearly all actives have a fitted effect of over 60% in size
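qHTS viability screen in drug-selected KB-V1 MDR cells: 72 h compound treatment at 37 degrees C, ATP luminescence end point.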
KB-3-1 tox: qHTS assay for MDR1-selective chemotherapeutics: Primary screen using the parental adenocarcinoma cell KB-3-1. KB-3-1 viability, CellTiter-Glo ATP luminescence, 72 h. Potency, µM (series often up to 46.1 µM), for the others: top-dose activity change, negative = cytotoxic, actives largely listed as cytotoxic. actives 1.4% (n = 400,000); note: potency is the fitted concentration of half-maximal effect; % is set by controls: 0 for no effect and ±100 for the full control effect; nearly all actives have a fitted effect of over 60% in size
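Cells are dispensed, compounds pinned in, plates held at 37 °C for 72 h, then CellTiter-Glo is added and luminescence read after 10 minutes. Cell line: parental KB-3-1 in phenol-red-free DMEM, 10% FBS.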
D3 ag: qHTS of D3 Dopamine Receptor Agonist: qHTS; D3R DiscoveRx beta-arrestin cells, luminescence, 90 min; AID 652048, 2013; max activation, %; D(3) dopamine receptor (Homo sapiens), P35462; actives 0.58% (n = 410,000); in the data active = max activation above about 30%; note: 0% is about no effect; mostly tested at two doses, the higher about 12 µM
Target sequence (P35462 whole entry, looked up): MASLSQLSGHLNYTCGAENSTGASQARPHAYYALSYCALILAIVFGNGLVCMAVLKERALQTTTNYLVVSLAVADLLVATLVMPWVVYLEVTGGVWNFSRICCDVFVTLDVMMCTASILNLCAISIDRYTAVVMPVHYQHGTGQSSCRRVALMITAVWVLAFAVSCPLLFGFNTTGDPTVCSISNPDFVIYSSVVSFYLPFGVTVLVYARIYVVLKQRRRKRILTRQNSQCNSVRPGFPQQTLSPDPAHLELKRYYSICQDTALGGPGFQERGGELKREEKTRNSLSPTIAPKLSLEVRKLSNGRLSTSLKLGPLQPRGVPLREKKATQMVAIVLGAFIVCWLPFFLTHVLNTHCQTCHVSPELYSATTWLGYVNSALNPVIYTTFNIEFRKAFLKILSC
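Agonist mode: compounds and dopamine controls were applied to plated cells for 90 min at 37 degrees C after an overnight attachment at 1500 cells/well. Luminescent read-out followed 30 - 60 minutes at room temperature with DiscoveRx detection reagent.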
HT1080NT lethal: qHTS for induction of synthetic lethality in tumor cells producing 2HG: qHTS for the HT-1080-NT fibrosarcoma cell line | HT-1080-NT fibrosarcoma viability, CellTiter-Glo ATP luminescence, 48 h | Potency, µM (series often up to 46.1 µM), without a hit: at the highest dose activity, negative = less viability, most hits filed as cytotoxic | actives 1.6% (n = 360,000) | AID 686970, 2013;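 note: NT is the 2HG producing partner of a matched IDH1 knockdown line; potency is the fitted concentration of half-maximal effect; 0% = DMSO-treated cells and -100% = media-only wells without cells; nearly all actives have a fitted effect of over 55% in size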
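HT-1080-NT fibrosarcoma cells (2HG-overproducing), 750 cells/well in RPMI with 5% FBS, dosed after 2 h and incubated 48 h at 37C. CellTiter-Glo luminescence normalized to DMSO and no-cell wells; concentration-response curves fitted and classed.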
MCF10A rereplic: A quantitative high throughput screen for small molecules that induce DNA re-replication in MCF 10a normal breast cells | MCF 10A DNA re-replication, Hoechst nuclear intensity, 48 h | actives 2.9% (n = 350,000) | Potency, µM (top dose mostly 46.1 µM), for the others: at the highest dose activity, positive = re-replication, actives largely listed as activators | AID 624296, 2012; note: potency is the fitted concentration of half-maximal effect; % of control where 0% means no effect; nearly all actives have a fitted effect of over 50% in size
GLP1R cytotox: qHTS of GLP-1 Receptor Inverse Agonists: Cytotox Screen | AID 624418, 2012 | Potency, µM (series often up to 38.3 µM), inactives show at the highest dose activity change, negative = inhibition, usual class: inhibitors | HEK293 cAMP-luciferase reporter cells, luminescence, 24 h | actives 0.13% (n = 410,000);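 note: loss of luciferase light is scored as toxicity; potency is the fitted concentration of half-maximal effect; % is set by controls: 0 for no effect and ±100 for the full control effect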
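Quantitative HTS format, 1536 wells, 200 cells/uL seeded. Compounds: 23 nL, 24 h, 37 °C. Detection: luciferase reagent, luminescence at 12 min RT; decreased signal taken as cytotoxic.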
SW480 rerep: A quantitative high throughput screen for small molecules that induce DNA re-replication in SW480 colon adenocarcinoma cells. Potency, µM (doses to about 46.1 µM), inactives show top-dose re-replication activation, hits mostly activators. actives 1.8% (n = 340,000). AID 624297, 2012. SW480 DNA re-replication, Hoechst DNA content imaging, 48 h; note: potency is the fitted concentration of half-maximal effect; % of control where 0% means no effect; nearly all actives have a fitted effect of over 55% in size
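250 cells/well; 23 nL cpd via pin tool; 48 hr, 37 C, 5% CO2; Hoechst 40 min; imager read of total nuclear intensity, ex 405/em 500-530 nm.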
HT1080 IDH1KD tx: qHTS for induction of synthetic lethality in tumor cells producing 2HG: qHTS for the HT-1080-IDH1KD cell line; HT-1080 IDH1 knockdown viability, ATP luminescence, 48 h; AID 686971, 2013; Potency, µM (top dose mostly 46.1 µM), for inactives: at the highest dose activity, negative = toxicity, usual class: cytotoxic; actives 2% (n = 360,000);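 note: potency is the fitted concentration of half-maximal effect; 0% = DMSO wells and -100% = cell-free medium wells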
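Cytotoxicity counter-line: IDH1KD HT-1080, 48 h, CellTiter-Glo. Curves classed by r2, magnitude and activity.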
IL-1B inflam inh: qHTS for Inhibitors of Inflammasome Signaling: IL-1-beta AlphaLISA Primary Screen. THP-1 LPS/ATP IL-1B secretion, AlphaLISA, 16 h; active compounds read low. activity change, % at 57.5 µM. actives 4.7% (n = 360,000); in the data active = activity change below about -50%; inconclusive = mostly about -30% to -49%; note: % is set by controls: 0 for no effect and ±100 for the full control effect
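THP-1 cells pretreated 1 hr with compounds (up to 57.5 uM final), then stimulated with LPS (250 ng/mL final) plus ATP (1.25 mM final); secreted IL-1B measured by AlphaLISA after 16 hr, decreased signal indicating inhibition.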
* = called active by the depositor; ? = inconclusive; nt = not tested or not shown; & = joins results of further samples; [ ] = dose if it differs, or a comment. Unless noted, calls come from the whole dose curve; as a rule, active = well fitted curve in the direction sought with a large enough effect; inconclusive = small, poorly fitted or top-dose-only effect, or another doubt; inactive = no such curve, though single readings can be large; an effect the other way counts as inactive or inconclusive. A portion of the library; the hit share may differ from the screen's.

nr	Structure	KB-V1 cytotox	KB-3-1 tox	D3 ag	HT1080NT lethal	MCF10A rereplic
1	O=[N+]([O-])c1cncn1CCN1CCOCC1	-11%	12%	-6	10%	0%
2	CCOC(=O)c1ccc(NC(=O)c2cc(=O)c3ccc(C)c(C)c3o2)cc1	4%	0%	5	nt	nt
3	CCCC(=O)O[C@]1(C(=O)CCl)[C@@H](C)C[C@H]2[C@@H]3CCC4=CC(=O)C=C[C@]4(C)[C@@]3(F)C(=O)C[C@@]21C	13µM*	-1%	-21&-5	0%	?
4	COc1ccc(C(=O)c2ccccc2)c(O)c1	18%	12%	1&-6	7%	1%
5	CC(Cc1cccc(C(F)(F)F)c1)NCCOC(=O)c1ccccc1 (stereo not drawn)	-16%&-12%	0%&0%	-81&-86&-16	11%&-7%	-20%&1%&13%
6	CCC(C(=O)Nc1ccccc1N1CCCC1)c1ccccc1 (stereo not drawn)	-20%	-3%	-11	5%	-1%
7	CN[C@@H]1[C@H](O)[C@H](NC)[C@H]2O[C@@]3(O)C(=O)C[C@@H](C)O[C@H]3O[C@@H]2[C@H]1O	?	20%	1&4	18%	0%
8	COC(=O)N/N=C/c1c[n+]([O-])c2ccccc2[n+]1[O-]	8%	0%	-2&3	-6%	-10%

nr	GLP1R cytotox	SW480 rerep	HT1080 IDH1KD tx	IL-1B inflam inh
1	2%	0%	17%	4
2	7%	nt	nt	nt
3	-4%	-3%&-90%	-16%	-2
4	3%	16%	5%	-17
5	-3%&1%	-5%&-41%&16%	3%&-8%	-22&-9
6	19%	-1%	-10%	0
7	-14%	-1%	0%	3
8	6%	-11%	3%	-7

The list continues:
nr	Structure	KB-V1 cytotox	KB-3-1 tox	D3 ag	HT1080NT lethal	MCF10A rereplic
9	CC1(C)O[C@@H]2C[C@H]3[C@@H]4C[C@H](F)C5=CC(=O)C=C[C@]5(C)[C@@]4(F)[C@@H](O)C[C@]3(C)[C@]2(C(=O)CO)O1	-9%	0%	6&-5	65%	11%&6%
10	Cc1nc2c3ccccc3nc(NNC(=O)CCC(=O)N3CCN(c4ccccc4F)CC3)n2n1	?	15%&-22%	-11&-10	-7%	9%
11	CCOc1ccc2nc(N3CCC(C(=O)Nc4ccccc4CC)CC3)sc2c1	-11%	0%	3	nt	nt
12	Cc1cccc(Cc2c(C)nc3c(-c4ccccc4)c(C)[nH]n3c2=O)c1	-4%	10µM*	-15	nt	nt
13	CC1O[C@@H](OCC2O[C@@H](Oc3cc(O)c4c(c3)OC(c3ccc(O)cc3)CC4=O)[C@H](O)[C@@H](O)[C@@H]2O)[C@H](O)[C@H](O)[C@H]1O (stereo partly drawn)	0%	0%	-24	-7%	-4%
14	CCCCN(CCCC)CCCOC(=O)c1ccc(N)cc1	?	0%	-6&-22	0%	10%
15	CC(C)NNC(=O)c1ccncc1	-4%	0%	0&7	-5%	9%&-19%
16	COc1cc(N)c(Cl)cc1C(=O)N[C@H]1CCN(CCCOc2ccc(F)cc2)C[C@H]1OC	-32%	0%	-93	?	27%

nr	GLP1R cytotox	SW480 rerep	HT1080 IDH1KD tx	IL-1B inflam inh
9	-6%	-4%&-1%	?	-54*
10	-13%&2%	-21%	-4%	5
11	-7%	nt	nt	nt
12	-10%	nt	nt	nt
13	1%	-7%	-1%	-17
14	-8%	-3%	-6%	7
15	3%	-7%&-2%	16%	-15
16	3%	-4%	?	-24

Record cards, from the list above:
`CC1(C)O[C@@H]2C[C@H]3[C@@H]4C[C@H](F)C5=CC(=O)C=C[C@]5(C)[C@@]4(F)[C@@H](O)C[C@]3(C)[C@]2(C(=O)CO)O1` is listed with KB-V1 cytotox = -9%; KB-3-1 tox = 0%; D3 ag = 6&-5; HT1080NT lethal = 65%; MCF10A rereplic = 11%&6%; GLP1R cytotox = -6%; SW480 rerep = -4%&-1%; HT1080 IDH1KD tx = ?; IL-1B inflam inh = -54*
`Cc1cccc(Cc2c(C)nc3c(-c4ccccc4)c(C)[nH]n3c2=O)c1` is listed with KB-V1 cytotox = -4%; KB-3-1 tox = 10µM*; D3 ag = -15; HT1080NT lethal = nt; MCF10A rereplic = nt; GLP1R cytotox = -10%; SW480 rerep = nt; HT1080 IDH1KD tx = nt; IL-1B inflam inh = nt

Additional results:
nr	Structure	KB-V1 cytotox	KB-3-1 tox	D3 ag	HT1080NT lethal	MCF10A rereplic
17	CC(=O)Oc1ccc2c(C)cc(=O)oc2c1	19%	25%	6	28%	-1%
18	O=C(Nc1cc(-c2ccccc2)nn1-c1ccccc1F)c1ccc([N+](=O)[O-])cc1	0%	-25%	8	-6%	9%
19	O=C(NC1CCN(CCc2c[nH]c3ccccc23)CC1)c1ccccc1	-25%	-7%	-20&-20	-4%	1%&6%
20	O=C1NC(=S)S/C1=C\C=C\c1ccc([N+](=O)[O-])o1	4.1µM*	?	-2	5.8µM*	30%
21	CCc1ccccc1OC[C@@H](O)CN[C@H]1CCCc2ccccc21	?	-4%	-59	?	-45%[inhibitor]
22	O=C(O)c1cc(=O)c2ccccc2o1	5%	2%	-7&-17	0%	-2%&-4%
23	CCCCCCCCCCCCCCC[C@@H](O)[C@@H](N)CO	?	0%	-20	18µM*	-22%
24	Cc1ccc(C)c(Nc2nc3nonc3nc2Nc2cccc(C)c2C)c1	?	21µM*	-7	nt	nt

nr	GLP1R cytotox	SW480 rerep	HT1080 IDH1KD tx	IL-1B inflam inh
17	81%[activator]	-3%	?	17
18	-5%	-3%	-1%	-28
19	-9%	1%&-2%	-9%	-12
20	?	?	5.2µM*	-98*
21	-21%	?	?	?
22	15%	-5%&3%	0%	0
23	-5%	-75%[inhibitor]	21%	-3
24	?	nt	nt	nt

Later entries:
nr	Structure	KB-V1 cytotox	KB-3-1 tox	D3 ag	HT1080NT lethal	MCF10A rereplic
25	C[C@@H]1C[C@H]2[C@@H]3CCC4=CC(=O)C=C[C@]4(C)[C@@]3(Cl)[C@@H](O)C[C@]2(C)[C@@]1(OC(=O)c1ccco1)C(=O)CCl	?	?	0&-22	16µM*	8%
26	CN(C)S(=O)(=O)n1cc(/C=C(\NC(=O)c2ccccc2)C(=O)NCCCn2ccnc2)c2ccccc21	?	-10%&9%	-12&3	-6%	5%
27	CCCC1(c2ccccc2)NC(=O)N(CC(=O)N(C)Cc2c(F)cccc2Cl)C1=O (stereo not drawn)	?	-7%	-1	0%	0%
28	O=C(O)Cc1sc(-c2ccccc2)nc1-c1ccc(Cl)cc1	11%	0%	-4&0&-2&7	-2%	nt
29	CC[C@]12CCCN3CCc4c(n(c5ccccc45)[C@](O)(C(=O)OC)C1)[C@@H]32	?	0%	-18	18%	18%
30	CCCOc1ccc(C(=O)OCCN(CC)CC)cc1N	-3%	0%	-10&-2	12%	1%
31	Cc1scc2c1N(C(=O)CN1CCN(C)CC1)c1ccccc1NC2=O	1%	0%	-16&1	2%	2%&0%
32	Cc1cc(=O)oc2cc(O)ccc12	0%	0%	19&10	12%	-28%

nr	GLP1R cytotox	SW480 rerep	HT1080 IDH1KD tx	IL-1B inflam inh
25	-16%	?	?	-89*
26	7%&1%	?	-3%	-11
27	4%	0%	3%	?
28	-19%	nt	-20%	12
29	-2%	9%	6%	6
30	1%	-15%	6%	26
31	1%	1%&0%	3%	-4
32	54%[activator]	-35%[inhibitor]	0%	13

Continued:
nr	Structure	KB-V1 cytotox	KB-3-1 tox	D3 ag	HT1080NT lethal	MCF10A rereplic
33	Cc1c(C)n(Cc2ccccc2)c2ccc(C(=O)OCCN(C)C)cc12	1%	-28%	-21&-17	?	?
34	O=C(O)Cc1cn(-c2ccccc2)nc1-c1ccc(Cl)cc1	-3%	1%	4&4	10%	4%&-41%
35	CCc1cccc(CC)c1NC(=O)CN(CC(=O)O)CC(=O)O	0%	0%	-6&3	21%	?
36	CCCC(=O)O[C@]1(C(=O)COC(C)=O)CC[C@H]2[C@@H]3C[C@H](F)C4=CC(=O)C=C[C@]4(C)[C@@]3(F)[C@@H](O)C[C@@]21C	-24%	0%	2&6	?	17%&-21%
37	Cn1ccc2cc3c(cc21)CCN3C(=O)Nc1cccnc1	?	0%	-50&-17	12%	-25%&0%
38	O=C(c1ccccn1)N(Cc1cccs1)C1(C(=O)NC2CCCCC2)CCCCC1	?	2%	-5	-1%	6%
39	C/C(=N\NC(=S)NCc1ccccc1)C1CCCCC1	-20%	-8%	-16	9%	?
40	CCCCCCCCCCCCCCCC(O)C(N)CO (stereo not drawn)	19%	0%	-26	23%	-10%
41	CC(C)OCc1cc(CN2CCN(c3ccccc3)CC2)c(O)c2ncccc12	6.5µM*	?	-20	nt	nt
42	Nc1ncnc2c1c(-c1ccc(Oc3ccccc3)cc1)cn2C1CCCC1	?	-2%	22	23µM*	?

nr	GLP1R cytotox	SW480 rerep	HT1080 IDH1KD tx	IL-1B inflam inh
33	?	?	?	-26
34	-8%	?	9%	-2
35	4%	-57%[inhibitor]	9%	12
36	3%	-1%&-36%	-18%	-75*
37	-5%	-46%&1%[inhibitor]	12%	-8
38	11%	-3%	-5%	-26
39	?	?	6%	62
40	-1%	8%	-1%	-22
41	-24%	nt	nt	nt
42	?	2%	21µM*	56
